GPR151 activ: activators of human GPR151, primary screen, cell-based, PathHunter beta-arrestin, luminescence; G-protein coupled receptor 151 (Homo sapiens), Q8TDV0; PathHunter beta-arrestin GPR151 cells; activation, % at 11.2 µM; hit rate 1% among 650,000; in the data active = activation above about 4.9%;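 also: 0% = median of compound wells and 100% = cells with positive control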
Target sequence (Q8TDV0 whole entry, looked up): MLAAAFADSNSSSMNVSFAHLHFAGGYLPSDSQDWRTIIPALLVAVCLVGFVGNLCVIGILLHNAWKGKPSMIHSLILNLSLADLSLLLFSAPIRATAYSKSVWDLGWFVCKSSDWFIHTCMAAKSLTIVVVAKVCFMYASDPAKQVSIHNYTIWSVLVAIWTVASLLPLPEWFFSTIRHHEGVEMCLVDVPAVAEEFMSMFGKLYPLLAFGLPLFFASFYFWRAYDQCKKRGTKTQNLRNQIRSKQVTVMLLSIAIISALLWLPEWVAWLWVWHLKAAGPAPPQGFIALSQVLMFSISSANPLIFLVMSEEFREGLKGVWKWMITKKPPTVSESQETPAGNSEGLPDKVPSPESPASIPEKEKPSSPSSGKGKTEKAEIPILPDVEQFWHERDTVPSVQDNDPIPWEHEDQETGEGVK
TEAD-YAP block: TEAD-YAP interaction inhibition, primary screen, TEAD-YAP interaction inhibitor project, luminescence, HEK-TIYL cells. inhibition, % at 9.12 µM. TEAD-Gal4/YAP UAS-luciferase luminescence. hit rate 1.4% among 640,000. AID 1259422, 2018; in the data active = inhibition above about 32%;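 also: 0% = median of test compound wells and 100% = reference inhibitor wells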
FBW7 act: FBW7 E3 ligase activators, primary screen, biochemical, AlphaScreen, human. F-box/WD repeat-containing protein 7 (Homo sapiens), Q969H0. normalized activity (activation), % at 26.1 µM. AlphaScreen FBW7–phospho-cyclin E peptide binding, activator screen. hit rate 0.13% among 650,000; in the data active = normalized activity above about 1.9%;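 also: purified mutant Fbw7 with reduced substrate affinity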
Target sequence (Q969H0 whole entry, looked up): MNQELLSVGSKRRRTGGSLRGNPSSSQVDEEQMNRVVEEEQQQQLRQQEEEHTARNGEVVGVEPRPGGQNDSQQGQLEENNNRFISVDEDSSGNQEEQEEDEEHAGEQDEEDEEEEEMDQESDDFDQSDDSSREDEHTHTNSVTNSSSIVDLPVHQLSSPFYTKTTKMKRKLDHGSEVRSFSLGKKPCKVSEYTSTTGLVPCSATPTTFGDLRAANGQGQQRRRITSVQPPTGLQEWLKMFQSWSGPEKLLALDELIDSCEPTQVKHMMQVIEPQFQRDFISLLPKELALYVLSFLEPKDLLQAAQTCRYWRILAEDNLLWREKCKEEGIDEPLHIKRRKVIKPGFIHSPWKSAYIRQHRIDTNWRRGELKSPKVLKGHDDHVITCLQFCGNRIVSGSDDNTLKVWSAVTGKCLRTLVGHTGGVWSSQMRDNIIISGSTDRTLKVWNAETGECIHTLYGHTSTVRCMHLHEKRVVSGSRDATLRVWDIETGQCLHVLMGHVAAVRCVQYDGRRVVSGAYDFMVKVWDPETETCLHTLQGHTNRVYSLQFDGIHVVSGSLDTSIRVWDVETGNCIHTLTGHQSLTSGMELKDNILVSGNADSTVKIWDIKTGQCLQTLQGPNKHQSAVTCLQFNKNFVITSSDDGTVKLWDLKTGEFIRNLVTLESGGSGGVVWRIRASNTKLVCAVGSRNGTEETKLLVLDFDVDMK
MITF inh: MITF inhibitors, primary screen, biochemical, AlphaScreen, human | Microphthalmia-associated transcription factor (Homo sapiens), O75030 | AlphaScreen MITF homodimerization, bead proximity signal | inhibition, % at 2.6 µM | hit rate 0.91% among 650,000 | AID 1259374, 2018; in the data active = inhibition above about 50%;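 also: 0% = vehicle wells with protein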
An asterisk follows results filed as active.

Results follow in this order: GPR151 activ	TEAD-YAP block	MITF inh	FBW7 act
- COC(=O)c1cc(C(=O)OC)cc(-n2c(/C=C/c3cccc([N+](=O)[O-])c3)nc3ccccc3c2=O)c1
    -0.6	1	3	-0.1
- CCOC(=O)C1(Cc2ccc(OC)cc2)CCN(C(=O)c2csc3nc(C)cn23)CC1
    0.8	-11	-9	-0.2
- O=[N+]([O-])c1cnn(-c2ccnc(Nc3ccc(N4CCOCC4)cc3)c2)c1
    -0.2	-4	30	0.0
- COc1ccc(C)c2sc(NC(=O)CN3C(=O)CCC3=O)nc12
    -0.6	7	-9	0.1
- CCc1cc2c(=O)c(-c3nc4ccccc4s3)c(C(F)(F)F)oc2cc1OC(=O)c1ccc(C)cc1
    -0.6	-7	-10	0.4
- O=C(CCc1ccccc1)Nc1ccc(F)c(F)c1
    -0.3	-14	1	0.1
- O=C(O)C1CCN(S(=O)(=O)c2cc(C(F)(F)F)ccc2Cl)CC1
    0.5	-6	5	0.0
- COc1ccc(NS(=O)(=O)c2ccc(NS(=O)(=O)c3ccccc3)cc2)cc1
    1.5	8	13	-0.1
- COc1ccc(S(=O)(=O)NCC(=O)Nc2cccc(Br)c2)cc1OC
    4.1	5	2	-0.1
- C=CCc1ccccc1OCCOCCN1CCN(C)CC1
    -0.3	0	60*	0.0
- CC1CCCN(C(=O)c2nn(C)cc2[N+](=O)[O-])C1 (centres undefined)
    -0.2	3	9	0.0
- Cc1ccc(C2CC(c3cccs3)n3nnnc3N2)cc1 (centres undefined)
    1.4	-4	1	0.2
- O=C(Cn1ncc2c([nH]c3ccccc32)c1=O)Nc1ccc(F)cc1F
    -0.5	-11	-4	-0.1
- CC(=O)N1CCCN(c2ccc(S(C)(=O)=O)cc2)CC1
    0.8	4	3	0.0
- CCOc1ccc(C(=O)Nc2ccc(Cl)c(NC(=O)c3ccccc3)c2)cc1Br
    1.4	-4	-11	-0.2
- Cc1ccccc1NC(=O)N1CCC2(CC1)NCCc1c2[nH]c2ccc(Cl)cc12
    2.4	11	19	-0.4
- O=C(NCC1CCC2(CCN(Cc3cccn3-c3ccccn3)CC2)O1)c1ccccc1 (centres undefined)
    -1.1	8	9	1.0
- COc1cccc(-n2c(=S)sc3c2nc(SCc2cc(=O)n4cc(Cl)ccc4n2)n2c4ccccc4nc32)c1
    0.8	4	8	0.1
- O=C(NCCN1CCOCC1)c1ccnc(Nc2nccc3ccccc23)c1
    -0.7	-12	-11	0.0
- Cc1ccc2c(c1)sc(=NC(=O)c1ccc(N(C)C)cc1)n2C
    1.0	-16	-6	0.3
- CCc1c(C)sc(NC(=O)CCc2ccc(OC)cc2)c1C#N
    -0.6	1	-3	-0.1
- CC(C)N(CCNS(=O)(=O)c1ccc(Cl)cc1F)C(C)C
    0.3	-5	3	-0.1
- COc1ccc(C(=O)CSc2nnc(C)n2-c2ccccc2)cc1
    1.5	-2	-3	0.3
- O=c1c(Cl)c(Cl)cnn1Cc1ccc([N+](=O)[O-])cc1
    -0.4	-20	11	-0.1
- COc1ccc(NC(=O)c2ccc3c(=O)n(C4CCCCC4)c(=S)[nH]c3c2)cc1Cl
    2.5	2	-12	0.3
- CCCNC(=O)c1cnn2c(C)c(Cc3cccc(C)c3)c(C)nc12
    0.6	-3	-4	-0.1
- COc1cccc(Nc2c([N+](=O)[O-])[nH]c3cc(OC)ccc23)c1
    0.4	-13	-5	0.5
- O=C(Oc1ccc2ccccc2c1)N1CCOCC1
    -1.1	-43	-5	0.7
- O=C(COc1ccccc1)Nc1ccc(N2CCOCC2)c(Cl)c1
    0.6	3	13	0.2
- CCOC(=O)CNC(=O)C(C)N(C(=O)c1snc(C(N)=O)c1N)c1ccccc1CC (centres undefined)
    0.3	2	5	-0.1

Two compounds from above, reduced to GPR151 activ.
SMILES	GPR151 activ
CCOC(=O)C1(Cc2ccc(OC)cc2)CCN(C(=O)c2csc3nc(C)cn23)CC1	0.8
O=[N+]([O-])c1cnn(-c2ccnc(Nc3ccc(N4CCOCC4)cc3)c2)c1	-0.2

Continuation.
Results follow in this order: GPR151 activ	TEAD-YAP block	MITF inh	FBW7 act
- CN1CCc2[nH]c3ccc(C(=O)NN)cc3c2C1
    -0.9	1	8	0.1
- Cc1ccc(NC(=O)CC2NC3CCCCC3NC2=O)cc1 (centres undefined)
    -1.4	3	9	0.5
- O=C(CCl)N(C1CC1)C1CCS(=O)(=O)C1 (centres undefined)
    0.6	54*	-10	0.0
- CC1CCCC(NC(=O)C2N(CCc3ccc(Cl)cc3)C(=O)C3C(C(=O)Nc4ccc(Cl)cc4)C4C=CC32O4)C1C (centres undefined)
    0.4	2	-16	0.2
- COc1ccc(CNc2nc(NCc3ccc(OC)cc3)n(C(=O)c3ccncc3)n2)cc1
    -0.2	7	-15	-0.1
- OCC1(CCOc2ccccc2)CCN(Cc2ccsc2)CC1
    -1.2	1	17	0.1
- O=C(/C=C/c1ccccc1[N+](=O)[O-])Nc1cccc(S(=O)(=O)NCc2ccco2)c1
    -2.1	0	3	0.0
- Cc1nc2ccc(S(=O)(=O)NC(CC(C)C)C(=O)N3CCC(C)CC3)cc2s1 (centres undefined)
    -0.1	3	-1	0.1
- COc1ccc(CNCCN(C)C)cc1
    -0.3	0	2	0.5
- Cc1ccc2[nH]c3c(=O)n(CC(=O)NCCC(C)C)cnc3c2c1
    -0.3	7	-6	0.5
- O=C(NNC(=O)c1ccc([N+](=O)[O-])cc1)c1ccc(Cl)cc1
    0.1	2	-1	0.0
- Cc1cc(C)cc(OCC(=O)OC2CCOC2=O)c1 (centres undefined)
    1.3	14	-4	-0.3
- CCS(=O)(=O)N1CCCC(c2nc(C)ncc2-c2ccncc2)C1 (centres undefined)
    0.1	-16	23	0.2
- COc1ccc(Cl)cc1C(=O)Nc1cc(=O)n(C)c(=O)n1C
    0.2	0	-6	-0.4
- Cc1c(SC(F)(F)C(F)C(F)(F)F)c(=O)n(-c2ccccc2)n1C (centres undefined)
    0.3	19	-2	-0.1
- COc1cc(=O)n2c(c1C(=O)NCc1ccsc1)CCN(C)CC2
    1.4	-15	-6	0.5
- CCOc1ccc(-n2nc(C(=O)N3CC(C)CC(C)C3)c3ccccc3c2=O)cc1 (centres undefined)
    1.3	5	1	-0.1
- CCOC(=O)c1nnn(-c2nonc2N)c1CNc1ccc(OCC)cc1
    0.2	-2	-8	-0.1
- O=C(Cn1ncc2c1-c1ccccc1OC2)Nc1ccccn1
    -1.2	-12	-10	0.2
- Cc1ccc(NC(=O)CCC2=NS(=O)(=O)c3ccccc3N2)cc1
    -0.3	6	10	0.0
- O=C(CSc1nc2ccccc2n1S(=O)(=O)c1cccs1)Nc1ccccc1F
    -1.0	-16	-7	0.0
- COC(=O)C1=NNC2C(=O)N(c3cc(C)ccc3C)C(=O)C12 (centres undefined)
    0.5	10	-15	-0.1
- COc1cc(CN(C(=S)NCC(=O)NCc2ccc(F)cc2)C2CCCC2)cc(OC)c1OC
    0.3	8	7	-0.1
- C=CC[C@H]1CC(C)=C[C@H](CC=C)N1C(=O)c1ccc(-n2cc(NC(=O)COC)cn2)cc1
    -0.5	-17	-8	0.0
- CCC(OCC(O)CN1CCN(c2ccccc2OC)CC1)c1ccccc1 (centres undefined)
    0.2	9	-6	-0.1
- CN(C1CCCC1)C1CCN(C(=O)CNC(=O)/C=C/c2ccc(Cl)cc2)CC1
    -1.8	-17	-6	-0.1
- O=S(=O)(Nc1ccc(Cl)cc1C(F)(F)F)c1ccccc1
    -0.1	0	-9	0.0
- Cc1nn(CC(=O)NCc2ccco2)c(=O)c2cccn12
    -0.1	6	14	0.2
- O=C(NCc1ccccc1)C1CC(=O)N(c2ccccc2)C1 (centres undefined)
    -0.2	-10	-6	0.1
- Cc1ccc(C2/C(=C(/O)c3ccc(Cl)cc3)C(=O)C(=O)N2CCN2CCOCC2)o1 (centres undefined)
    -1.3	4	2	0.0

Entries of single compounds, quoted from the list. Screens in order: GPR151 activ, TEAD-YAP block, MITF inh, FBW7 act
Results for `CCS(=O)(=O)N1CCCC(c2nc(C)ncc2-c2ccncc2)C1` (centres undefined) → 0.1, -16, 23, 0.2
Results for `CN1CCc2[nH]c3ccc(C(=O)NN)cc3c2C1` → -0.9, 1, 8, 0.1
Results for `COc1ccc(CNc2nc(NCc3ccc(OC)cc3)n(C(=O)c3ccncc3)n2)cc1` → -0.2, 7, -15, -0.1

Additional records follow.
Results follow in this order: GPR151 activ	TEAD-YAP block	MITF inh	FBW7 act
- COc1ccc(CC2(CCC(=O)NCCn3ccc4ccccc43)CCC(=O)N2)cc1OC (centres undefined)
    -0.3	-11	6	0.0
- CC(=O)Nc1ccc2nc(NC(=O)/C=C/c3ccccc3)sc2c1
    2.7	2	2	0.0
- O=C(c1ccccc1)N1CCC(O)(c2cccnc2)CC1
    0.1	4	9	-0.1
- N=c1sccn1CC(=O)NCc1ccc(Cl)cc1Cl
    1.7	-13	21	0.2
- O=C(Cc1ccc(N2CCC(NCCc3ccco3)CC2)cc1)NCc1ccccc1
    1.2	-6	-2	0.1
- Cc1c(NC(=O)c2cc(Cl)ccc2[N+](=O)[O-])c(=O)n(-c2ccccc2)n1C
    0.0	7	-2	-0.1
- Fc1ccc(-c2nc3cc(N=Cc4ccncc4)ccc3o2)cc1
    -2.3	-27	-2	0.0
- COc1cc2nc(NC3CCN(Cc4ccccc4)CC3)nc(NCc3cccc(C(F)(F)F)c3)c2cc1OC
    0.9	1	7	0.1
- O=[N+]([O-])c1cccc(N2C(=S)SC3CS(=O)(=O)CC32)c1 (centres undefined)
    0.5	5	16	0.3
- COc1ccc(Br)cc1/C=N/N1CCN(C)CC1
    -0.3	-9	24	-0.2
- COc1cccc(-n2c(=S)sc3c(=O)n(-c4ccc(C)cc4)c(SCC4OCCO4)nc32)c1
    2.4	-2	-2	-0.1
- Cc1nc(S(=O)(=O)NC2CCCCC2)c(C#N)c(C)c1Cl
    -0.4	4	-3	-0.1
- COc1cc(/C=N/NC(=O)c2cn(-c3ccccc3)nc2-c2cccnc2)ccc1O
    -0.1	-14	0	0.2
- Cc1nc2nc(SCC(=O)Nc3cccc(Cl)c3C)nn2c(C)c1Cc1cccc(Cl)c1
    -0.7	21	5	-0.2
- CN(C)CCN(C)C(=O)CC[C@H]1CN(Cc2cccnc2)CC[C@H]1N1CCCC1
    -0.6	8	-1	0.2
- O=[N+]([O-])c1ccc(CS(=O)(=O)c2nnnn2-c2ccccc2)cc1
    0.4	-24	6	0.0
- CC(C)(C)c1nn2cnnc2n(/N=C/c2ccccc2)c1=O
    2.1	-9	-2	0.4
- CCOC(=O)COc1ccccc1/C=N/O
    0.8	1	18	0.8
- CN(Cc1cccnc1)Cc1c(C(=O)N2CCc3ccccc3C2)nc2ccc(Cl)cn12
    -0.5	1	6	0.1
- CC1CN(C(=O)c2ccc(NC(=O)c3ncoc3-c3cccs3)cc2)CC(C)O1 (centres undefined)
    -0.8	3	21	0.0
- Cc1cc(-c2cncnc2C2CCN(C(=O)c3ccc(Cn4cccn4)o3)CC2)on1
    -0.4	-8	13	-0.1
- CCNC(=O)N1CCC(Cn2c(COc3ccccc3)nc3ccccc32)CC1
    0.3	-8	3	0.0
- O=[N+]([O-])c1ccc(Cl)cc1Sc1nc2ccccc2o1
    -0.1	13	17	-0.4
- Cc1cc(=O)oc(C)c1C(=O)NCc1ccccn1
    0.6	-28	24	-0.3
- COc1ccc(S(=O)(=O)n2c(SCC(=O)Nc3ccc(Br)cc3F)nc3ccccc32)cc1
    -0.4	-3	-2	0.0
- OC1CCN(c2ccnc3c(-c4ccc5ccccc5c4)cnn23)CC1
    -1.1	-60	18	0.0
- CCc1ccccc1NC(=O)c1noc(C)c1[N+](=O)[O-]
    -1.3	-5	-3	0.0
- CC(=O)Nc1ccc(OCCOCCOc2ccc(NC(C)=O)cc2)cc1
    3.8	2	0	-0.1
- Cc1cc(C)c2cc(C#N)c(N3CCCN(S(=O)(=O)c4ccccc4)CC3)nc2c1
    0.2	-8	-4	-0.1
- C=COCCN1CCOCC1
    1.5	10	1	-0.1

Molecules from the list above with a furan ring, fused or not, in the order listed:
Results follow in this order: GPR151 activ	TEAD-YAP block	MITF inh	FBW7 act
- O=C(/C=C/c1ccccc1[N+](=O)[O-])Nc1cccc(S(=O)(=O)NCc2ccco2)c1
    -2.1	0	3	0.0
- Cc1nn(CC(=O)NCc2ccco2)c(=O)c2cccn12
    -0.1	6	14	0.2
- Cc1ccc(C2/C(=C(/O)c3ccc(Cl)cc3)C(=O)C(=O)N2CCN2CCOCC2)o1 (centres undefined)
    -1.3	4	2	0.0
- O=C(Cc1ccc(N2CCC(NCCc3ccco3)CC2)cc1)NCc1ccccc1
    1.2	-6	-2	0.1
- Cc1cc(-c2cncnc2C2CCN(C(=O)c3ccc(Cn4cccn4)o3)CC2)on1
    -0.4	-8	13	-0.1

Remaining list, next part.
Results follow in this order: GPR151 activ	TEAD-YAP block	MITF inh	FBW7 act
- CC(=O)c1c(C)oc2c(Br)cc(NS(=O)(=O)c3c(C)cc(C)cc3C)cc12
    -0.1	-14	21	1.2
- COc1ccc(-c2cc(C(F)(F)F)n3nc(C(=O)Nc4cccc(C)c4Cl)c(Cl)c3n2)cc1OC
    -0.5	-5	-11	-0.1
- Cn1ccnc1SCC(=O)NC12CC3CC(CC(C3)C1)C2
    -0.5	-5	-17	-0.1
- CSc1ncccc1C(=O)Nc1ccc(Cl)c(Cl)c1
    0.0	-10	1	0.0

Compound activity from PubChem BioAssay.
